Pf growth 96h = P. falciparum growth inhibition at 96 hours | 320,000 compounds, 6.9% hits | AID 504834 | Potency, µM (titrated, usually from 28.7 µM), without a hit: at the top dose activity change, negative = inhibition, usual class: inhibitors | P. falciparum luciferase reporter growth, 96 h
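Luminescence readout: decreased luciferase signal marks inhibited growth of reporter-expressing P. falciparum in infected red cells (2% hematocrit, 0.05% parasitemia final), exposed to compound two generations (96 h, 37 C, 5% CO2).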
TbPYK inhibitor = blocks Trypanosoma brucei pyruvate kinase; Q57TT1; TbPYK enzyme, Kinase-Glo Plus ATP luminescence, 45 min; Potency, µM (highest dose often 76.8 µM), without a hit: top-dose activity, negative = inhibition, usual class: inhibitors; 410,000 compounds, 0.12% hits; AID 624173; further: nearly all actives have a fitted effect of over 50% in size
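Luminescence from Kinase-Glo Plus, added after a 45-minute room-temperature reaction, served as the end-point read-out. The enzyme and substrate were preincubated with compound before ADP (130 uM final) initiated turnover. Concentration-effect curves came from normalized qHTS data.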
Pf growth 48h = inhibits P. falciparum growth in the first generation, 48 h; P. falciparum luciferase growth in erythrocytes, 48 h; Potency, µM (series often up to 28.7 µM), for the others: at the top dose activity change, negative = inhibition, actives largely listed as inhibitors; 310,000 compounds, 5.9% hits; AID 504832
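Parasite viability was followed by luminescence of a genomically integrated firefly luciferase. Cultures held 0.1% parasitemia at 2% hematocrit (final), incubated under 5% CO2 at 37 C.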
Sm TGR inh = inhibitors of Schistosoma mansoni thioredoxin glutathione reductase; Potency, µM (top dose mostly 114 µM), for the others: at the top dose activity change, negative = inhibition, usual class: inhibitors; 360,000 compounds, 3% hits; purified TGR, DTNB reduction, TNB absorbance 405 nm; Q962Y6; further: nearly all actives have a fitted effect of over 60% in size
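TGR 20 nM + NADPH 100 uM (dispensed conc.), cpd preinc 15 min RT; start with NADPH (500 uM addition) then DTNB (15 mM addition). Kinetic TNB absorbance, 405 nm filter. Four-parameter Hill fit across titration.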
HCV inh = blocks hepatitis C virus. Huh7.5.1 HCVcc-Cre infection, luciferase reporter, 44 h. Potency, µM (highest dose often 41.8 µM), for the others: top-dose activity change, negative = inhibition, most hits filed as inhibitors. 340,000 compounds, 3.4% hits. AID 651820
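A cell-based infection assay in which seeded cells (1,000 per well) receive test compound after 4 h, are inoculated with HCVcc-Cre at approximately 0.5 moi, and are incubated 44 h before luminescence detection.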
LmPK inh = blocks Leishmania mexicana pyruvate kinase activity | purified LmPK, Kinase-Glo ATP luminescence, 1 h | Potency, µM (series often up to 57.5 µM), inactives show at the highest dose activity change, negative = inhibition, hits mostly inhibitors | 290,000 compounds, 0.37% hits | AID 1721
Target sequence (Q27686 whole entry, looked up): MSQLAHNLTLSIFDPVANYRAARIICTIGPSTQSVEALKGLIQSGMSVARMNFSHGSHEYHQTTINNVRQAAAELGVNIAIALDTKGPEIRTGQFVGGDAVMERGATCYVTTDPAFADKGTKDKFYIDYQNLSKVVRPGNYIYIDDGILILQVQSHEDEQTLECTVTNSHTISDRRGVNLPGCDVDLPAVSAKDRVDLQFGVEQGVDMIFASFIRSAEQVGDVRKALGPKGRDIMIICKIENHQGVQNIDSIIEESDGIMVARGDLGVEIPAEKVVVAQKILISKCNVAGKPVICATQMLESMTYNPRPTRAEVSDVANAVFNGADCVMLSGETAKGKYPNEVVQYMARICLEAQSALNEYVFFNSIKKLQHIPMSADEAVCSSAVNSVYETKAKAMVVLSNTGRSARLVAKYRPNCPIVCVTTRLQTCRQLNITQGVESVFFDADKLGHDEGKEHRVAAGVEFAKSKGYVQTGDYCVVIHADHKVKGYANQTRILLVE
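ATP generated from ADP (0.1 mM) and PEP (0.5 mM) by 0.1 nM LmPK over 1 h at room temperature (pH 7.2 imidazole buffer) was detected by coupled luciferase luminescence. Values were normalized to uninhibited and no-enzyme wells.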
An asterisk follows results filed as active; ? = inconclusive; nt = not tested or not shown; [ ] = another dose, or the depositor's remark. The call rests on the fitted dose curve; in most records, active means well fitted curve in the direction sought with a large enough effect; inconclusive means small, poorly fitted or top-dose-only effect, or another doubt; inactive means no such curve, though single readings can be large; an effect the other way counts as inactive or inconclusive. On the % scale 0 is the no-effect control and ±100 the full control effect; potency means the concentration at half of the fitted maximal effect.

nr | Molecule | Pf growth 96h | TbPYK inhibitor | Pf growth 48h | Sm TGR inh | HCV inh | LmPK inh
1 | COc1ccc(CC(NC(C)=O)C(=O)NC2CCN(C(=O)Nc3ccc(Cl)cc3)CC2)cc1OC (stereo unspecified) | ? | 1% | ? | 42%[activator] | 17% | 2%
2 | CCn1ncc(Cl)c1C(=O)Nc1ccc2c(c1)CCC2 | 0% | nt | 33%[activator] | -1% | nt | -2%
3 | Cc1nn(CC(=O)OC(C)C(=O)Nc2ccccc2[N+](=O)[O-])c(C)c1[N+](=O)[O-] (stereo unspecified) | -4% | -4% | 3% | 0% | 7% | -2%
4 | CCOC(=O)C1CCCN(c2c(NCCc3ccccc3)c(=O)c2=O)C1 (stereo unspecified) | -5% | 1% | ? | 1% | 14% | 4%
5 | CC(NC(=S)N1CCOCC1)c1ccccc1 (stereo unspecified) | 35%[activator] | -6% | 23% | 2% | 1% | -5%
6 | Cc1ccc(C(=O)N2CCN(c3cc(=O)[nH]nc3-c3ccccc3)CC2)cc1 | 12µM* | 10% | ? | 10% | 0% | 5%
7 | O=C(COCc1cc(-c2ccc3c(c2)OCO3)on1)N1CCN(c2ccc(F)cc2)CC1 | ? | -6% | -1% | 6% | 3% | 6%
8 | CC1CN(S(=O)(=O)c2cc(C(=O)NCc3ccncc3)ccc2Cl)CC(C)O1 (stereo unspecified) | ? | 1% | ? | -3% | 15% | nt
9 | O=C(CN1C(=O)c2cccc3cccc(c23)C1=O)N1CCN(Cc2ccc3c(c2)OCO3)CC1 | -7% | 0% | -15% | -10% | 22µM* | 5%
10 | CCC(C)(C)NC(=O)CN(C(=O)c1snc(C(N)=O)c1N)c1ccc2c(c1)OCCO2 | 14% | -10% | -12% | 1% | -9% | 2%
11 | CCOc1cccc(C(=O)Nc2cccc(-c3nc4ncccc4o3)c2C)c1 | -25% | -1% | 3% | ? | ? | 1%
12 | Cc1ccnc(NC(=O)C(Cc2ccccc2)NC(=O)c2ccccc2)c1 (stereo unspecified) | ? | 0% | ? | 5% | ? | nt
13 | COC(=O)C(O)(CC(=O)Nc1cc(OC)c(OC)c(OC)c1)C(F)(F)F (stereo unspecified) | ? | 5% | 6% | -4% | ? | 0%
14 | S=C(NCCN1CCOCC1)Nc1ccc(Cl)c(Cl)c1 | 31%[activator] | 29% | 1% | 4% | 11% | 0%
15 | Cc1nonc1OCCNCc1c(C(=O)N(C)C)nc2ccc(Cl)cn12 | 27% | 2% | ? | -10% | -3% | 8%
16 | O=C(O)CNC1=NCCCCC1 | nt | -1% | 2% | 2% | 20% | 0%
17 | Cn1nnnc1SCCNCc1ccccc1OCc1ccccc1 | ? | 1% | 10% | -2% | -8% | -2%
18 | COC(=O)C(=C/C(C)=C/c1cccnc1)C(=O)OC | 16% | 0% | ? | nt | -20% | -2%
19 | COc1ccc(NC(=O)O/N=C2/CCCc3ccc(OC)cc32)cc1 | 7% | -19% | -7% | 0% | 2.8µM* | 4%
20 | CCOc1cccc(NC(=O)C2CC(=O)NC(=Nc3ccccc3)S2)c1 (stereo unspecified) | nt | 3% | 6% | 3% | ? | -7%
21 | Cc1ccc2[nH]c3c(Cl)ncnc3c2c1 | -5% | -3% | -24% | 13% | -6% | -1%
22 | CC(OC(=O)C1=COCCO1)C(=O)Nc1ccccc1C#N (stereo unspecified) | 3% | 0% | 15% | 1% | 0% | 6%
23 | Cc1c(NS(=O)(=O)c2ccc(N(C)C3CCCCC3)c([N+](=O)[O-])c2)c(=O)n(-c2ccccc2)n1C | 10µM* | 2% | ? | -13% | -15% | 2%
24 | O=C1CCCC(O)=C1N=Nc1c(Cl)cc(C(F)(F)F)cc1Cl | -8% | 7% | ? | -32% | 21% | -7%
25 | Cc1cc(OCC(=O)OCC(=O)NCCN2C(=O)CSC2=O)ccc1Cl | -12% | 2% | -4% | 3% | -11% | nt
26 | CC(Oc1ccc(F)cc1)C(=O)Nc1cc(S(=O)(=O)N2CCOCC2)ccc1N1CCN(C)CC1 (stereo unspecified) | -13% | -1% | ? | -3% | -17% | nt
27 | CC1CCN(S(=O)(=O)c2ccc(NC(=O)CCN3C(=O)C4CC=CCC4C3=O)cc2)CC1 (stereo unspecified) | ? | 9% | ? | -7% | 1% | nt
28 | O=C(O)CC(c1ccc(F)cc1F)N1Cc2ccccc2C1=O (stereo unspecified) | 2% | 1% | ? | 1% | 5% | -1%
29 | COc1cccc(NC(=O)C(C)Sc2nnc(C3CC3)n2C2CC2)c1 (stereo unspecified) | -27% | 3% | ? | -18% | -12% | nt
30 | COc1cccc(CN(C)C(=O)CNC(=O)c2ccc3c(c2)OCO3)c1OC | 7% | -2% | ? | -21% | 2% | -2%
31 | CCCOc1ccc(C(CC(=O)O)NC(=O)C23CC4CC(CC(C4)C2)C3)cc1 (stereo unspecified) | nt | 0% | 9% | 1% | 25% | 1%
32 | Cc1ccccc1Cn1c2ccccc2c2cnn(CC(=O)NCCCN3CCN(C)CC3)c(=O)c21 | ? | -9% | ? | -35% | ? | -3%
33 | CN(CC(=O)Nc1ccccc1Cl)C(=O)COC(=O)c1cc(S(=O)(=O)N(C)C)ccc1N1CCCC1 | 7% | -12% | 9% | 18% | -26% | nt
34 | COC(=O)CNC(=O)CN1c2cccc3cccc(c23)S1(=O)=O | 31%[activator] | 4% | 7% | 2% | -1% | -5%
35 | CCN(CC(=O)Nc1ccccc1C(=O)NC1CC1)Cc1cccs1 | 11% | -2% | ? | -11% | 0% | nt
36 | O=C1/C(=C/N(C(=O)c2ccco2)c2ccc(Br)cc2)Sc2ccccc21 | -23% | -6% | 75%[activator] | 13µM* | -13% | -19%

Rewritten with two lines to a compound: entries from further up
Order of results: Pf growth 96h, TbPYK inhibitor, Pf growth 48h, Sm TGR inh, HCV inh, LmPK inh
[14] S=C(NCCN1CCOCC1)Nc1ccc(Cl)c(Cl)c1
 : 31%[activator], 29%, 1%, 4%, 11%, 0%
[15] Cc1nonc1OCCNCc1c(C(=O)N(C)C)nc2ccc(Cl)cn12
 : 27%, 2%, ?, -10%, -3%, 8%

(cont.)
nr | Molecule | Pf growth 96h | TbPYK inhibitor | Pf growth 48h | Sm TGR inh | HCV inh | LmPK inh
37 | O=C(N/N=C/c1ccc(O)c(Br)c1)c1cc2c(ccc3ccccc32)o1 | ? | 2% | ? | -9% | -12% | -3%
38 | O=C(O)c1cc(O)ccc1NC(=O)C(c1ccccc1)c1ccccc1 | ? | 4% | -5% | -10% | 13% | 8%
39 | CCn1c(SCc2nc3ccccc3[nH]2)nnc1-c1ccncc1 | nt | 2% | -6% | 8% | 18% | 5%
40 | CN(C)CP(=O)(O)CN(C)C=O | 63%[activator] | 1% | 0% | -1% | 4% | -7%
41 | CN(C)/C=N/c1sc2c(c1C#N)CC(C)(C)NC2(C)C | ? | -2% | 0% | -14% | -4% | -13%
42 | CC(=O)c1ccc(OC(C)C)c(CSc2nc(O)cc(=O)[nH]2)c1 | 8% | 5% | 10% | -1% | 20% | -1%
43 | OCC1(Cc2ccccc2)CCCN(Cc2ccn[nH]2)C1 (stereo unspecified) | ? | -3% | 12% | -35% | 6% | 0%
44 | COC(=O)c1ccccc1NC(=O)NCc1ccc2c(c1)OCO2 | 0% | 6% | -6% | 10% | -7% | 1%
45 | CCOc1ccc(OCc2ccc(C(=O)N3CCCC3)o2)cc1 | 63%[activator] | 1% | -7% | -6% | -21% | 5%
46 | Cn1c(SCC(=O)N2CCN(c3ccccc3)CC2)nnc1-c1ccco1 | 11% | 4% | -27% | ? | -13% | -10%
47 | O=C(NCc1ccc(F)cc1)c1cc2ccccn2n1 | 3.7µM* | -3% | 20% | 4% | -8% | 6%
48 | COc1ccc(C(=O)c2ccc(Cl)c([N+](=O)[O-])c2)cc1 | 38%[activator] | 0% | -6% | ? | ? | 2%
49 | COc1ccc2c(CCNC(=O)Nc3ccccc3)c[nH]c2c1 | ? | 1% | 9% | 16% | 7% | 2%
50 | O=C(NCc1ccccc1F)c1cccc(S(=O)(=O)N2CCCCCC2)c1 | ? | 4% | ? | -1% | ? | nt
51 | Cc1nc2c(=O)n(-c3ccc(F)c(Cl)c3)nc(C)c2s1 | -3% | -1% | ? | 10% | ? | -8%
52 | CCOC(=O)c1cc2sc(C)cc2n1C(C)C(=O)OCC (stereo unspecified) | 0.83µM* | -2% | 24% | 13% | -1% | 8%
53 | CCOc1cc(/C=N/NC(=O)C2CCCC2)ccc1OC(C)C | 9% | 1% | -14% | 8% | -6% | -11%
54 | Cc1ccc(NC(=O)CCC(=O)N/N=C/c2ccccc2O)cc1 | -53% | -1% | -4% | 10% | -28% | 2%
55 | COc1ccc(-c2oc3cccnc3c2/C=C/c2ccc(OC)c(OC)c2)cc1 | 12µM* | -7% | ? | ? | ? | 2%
56 | Cc1nn(-c2ccccc2)c(N)c1N=O | 21% | -2% | 15% | -26% | -20% | 1%
57 | CCOc1cc(N2CCOCC2)c(OCC)cc1NC(=O)c1ccc(-n2ccnc2)c([N+](=O)[O-])c1 | ? | 2% | ? | -2% | ? | -5%
58 | O=C(NCCO)NC(=S)c1ccccc1 | 5% | 2% | nt | -6% | 18% | -5%
59 | O=C(CCCc1ccccc1)NCc1ccccc1Cl | -7% | 3% | -26% | -8% | -6% | 2%
60 | CC(C)(Cc1ccc(O)cc1)NC(=O)SCc1ccccc1 | 31%[activator] | 0% | 221% | -4% | -11% | 2%

Ordered by count of non-hydrogen atoms (rising): part of the list above.
nr | Molecule | Pf growth 96h | TbPYK inhibitor | Pf growth 48h | Sm TGR inh | HCV inh | LmPK inh
56 | Cc1nn(-c2ccccc2)c(N)c1N=O | 21% | -2% | 15% | -26% | -20% | 1%
48 | COc1ccc(C(=O)c2ccc(Cl)c([N+](=O)[O-])c2)cc1 | 38%[activator] | 0% | -6% | ? | ? | 2%
28 | O=C(O)CC(c1ccc(F)cc1F)N1Cc2ccccc2C1=O (stereo unspecified) | 2% | 1% | ? | 1% | 5% | -1%
39 | CCn1c(SCc2nc3ccccc3[nH]2)nnc1-c1ccncc1 | nt | 2% | -6% | 8% | 18% | 5%
15 | Cc1nonc1OCCNCc1c(C(=O)N(C)C)nc2ccc(Cl)cn12 | 27% | 2% | ? | -10% | -3% | 8%

(further entries)
nr | Molecule | Pf growth 96h | TbPYK inhibitor | Pf growth 48h | Sm TGR inh | HCV inh | LmPK inh
61 | CCC1c2ccc(C)n2CCN1C(=O)Nc1ccccc1C(=O)OC (stereo unspecified) | 146%[activator] | -11% | 5.2µM* | -32% | -24% | 7%
62 | Cc1ccc(S(=O)(=O)c2cc3c(=O)n4cccc(C)c4nc3n(Cc3ccncc3)c2=N)cc1 | ? | -2% | ? | 0% | -26% | 7%
63 | CN(C(=O)c1ccno1)c1nnc(-c2ccccn2)s1 | nt | -15% | 37%[activator] | 0% | 2% | 0%
64 | CCC(C(=O)NCCCN1CCCC1=O)n1c2ccccc2c2nc(=O)cc(C)n21 (stereo unspecified) | ? | -1% | 11% | -12% | 11% | -9%
65 | O=C(CSc1nc2ccccc2s1)Nc1cc(C(=O)O)cc(C(=O)O)c1 | ? | ? | 5% | -1% | 26% | -2%
66 | Cc1nnc(SCC(=O)N2CCOCC2)[nH]c1=O | 27% | -3% | 13% | -1% | -3% | -1%
67 | O=C(Nc1ccc(N2CCOCC2)cc1)c1cc(-c2ccncc2)nc2ccccc12 | ? | 7% | ? | -1% | ? | -4%
68 | Nc1c([N+](=O)[O-])cnnc1-c1ccccc1 | ? | 2% | -10% | -14% | 29% | 1%
69 | CC(C)N1CCC2(CC1)C(C#N)=C(N)NC(S)=C2C#N | -15% | nt | -17% | -4% | 13% | 4%
70 | CCCOc1cccc(C(=O)NCCCNC(=O)c2cccnc2)c1 | 96%[activator] | -10% | -3% | 0% | 17% | -8%

High-throughput results: PubChem, National Center for Advancing Translational Sciences (NCATS)
